High-throughput results deposited in PubChem by several laboratories.
PfHsp40 yeast = compounds rescuing yeast from Plasmodium falciparum HSP40 toxicity; 0.68% of 340,000 active; growth rescue, % at 12.5 µM; AID 504582; S. cerevisiae expressing PfHsp40, growth rescue, ATP luminescence; in the data active means growth rescue above about 28%, passing the limit was not always enough; inconclusive means no clear call, values can overlap the other calls;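 further: yeast W303a lacking pdr1 and pdr3 grown in galactose medium; growth measured after three days at 30 °C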
Yp Topo-I inh = blocks Yersinia pestis topoisomerase I activity | activity, % at 10 µM | Y. pestis Topo-I cleavage product accumulation, plate reader | 0.064% of 360,000 active | AID 504884; in the data active means activity above about 50%, passing the limit was not always enough; inconclusive means no clear call, values can overlap the other calls; further: inactives centre near 2
FadD28 binding = M. tuberculosis FadD28 bisubstrate binding inhibition; 0.22% of 360,000 active; inhibition, % at 12.5 µM; AID 588549; FadD28 bisubstrate probe binding, fluorescence polarization; in the data active means inhibition above about 8.5%, passing the limit was not always enough; inconclusive means no clear call, values can overlap the other calls
GDH-TPI inh = GDH-TPI coupled enzyme inhibition counter-screen; GDH-TPI coupled enzyme counterscreen, NADH absorbance; inhibition, % at 4.8 µM; 1.2% of 360,000 active; in the data active means inhibition above about 30%;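 further: 0% = DMSO wells and 100% = wells lacking the enzyme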
BioA inh = BioA (M. tuberculosis) enzyme inhibition. 0.096% of 360,000 active. inhibition, % at 9.99 µM. purified M. tuberculosis BioA enzyme, plate reader; in the data active means inhibition above about 40%; inconclusive means no clear call, values can overlap the other calls
TcdB GH inh = TcdB glycohydrolase inhibition | P18177 | TcdB glycohydrolase enzymatic assay, plate reader | inhibition, % at 9.99 µM | 0.24% of 350,000 active | AID 652162; in the data active means inhibition above about 10%
Mtb UGM inh = blocks M. tuberculosis UGM enzyme; purified UGM, fluorescence polarization probe displacement; inhibition, % at 10 µM; 0.06% of 320,000 active; AID 504406; in the data active means inhibition above about 10%, passing the limit was not always enough; inconclusive means no clear call, values can overlap the other calls
Target sequence (P9WIQ1 whole entry, looked up): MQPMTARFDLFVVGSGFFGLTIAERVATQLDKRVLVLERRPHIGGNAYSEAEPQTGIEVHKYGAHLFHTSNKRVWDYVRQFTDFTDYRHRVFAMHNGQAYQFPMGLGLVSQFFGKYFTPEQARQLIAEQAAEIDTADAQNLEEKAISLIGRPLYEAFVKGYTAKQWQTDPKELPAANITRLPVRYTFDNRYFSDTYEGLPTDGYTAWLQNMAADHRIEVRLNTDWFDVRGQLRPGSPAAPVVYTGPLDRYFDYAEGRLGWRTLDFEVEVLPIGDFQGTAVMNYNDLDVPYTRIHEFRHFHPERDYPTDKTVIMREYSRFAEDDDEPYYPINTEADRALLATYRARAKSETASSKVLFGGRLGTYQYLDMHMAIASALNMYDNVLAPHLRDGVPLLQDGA
Vc quorum ag = quorum light induction in luxS cqsA deficient V. cholerae; 0.16% of 350,000 active; V. cholerae BH1578 lux reporter, luminescence, 6 h; activation, % at 18.7 µM; in the data active means activation mostly above about 9.7%, no sharp cut-off; inconclusive means no clear call, values can overlap the other calls; inactive means mostly below about 3.7%; further: not every result past the cut was called active; inactives centre near 0; reference of the scale not given here
Mtb FBA inh = inhibitors of M. tuberculosis fructose-bisphosphate aldolase | P9WQA3 | purified M. tuberculosis FBA, fluorescence read-out | inhibition, % at 1 µM | 2.3% of 360,000 active; in the data active means inhibition above about 27%;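 further: 0% = vehicle and 100% = reference inhibitor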
Target sequence (P9WQA3 whole entry, looked up): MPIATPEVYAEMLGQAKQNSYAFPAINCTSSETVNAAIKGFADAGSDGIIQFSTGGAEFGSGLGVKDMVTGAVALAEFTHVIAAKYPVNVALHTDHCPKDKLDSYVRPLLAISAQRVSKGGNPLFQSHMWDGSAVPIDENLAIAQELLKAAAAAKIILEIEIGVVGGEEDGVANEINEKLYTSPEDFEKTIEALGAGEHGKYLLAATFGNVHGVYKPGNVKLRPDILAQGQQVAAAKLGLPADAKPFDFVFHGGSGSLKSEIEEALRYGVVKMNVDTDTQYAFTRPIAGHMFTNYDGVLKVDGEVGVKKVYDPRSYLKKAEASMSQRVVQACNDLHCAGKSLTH
* hit, by the source's call; i = inactive; ? = inconclusive; . = not tested or not shown; & = joins results of further samples.

SMILES	PfHsp40 yeast	Yp Topo-I inh	FadD28 binding	GDH-TPI inh	BioA inh	TcdB GH inh	Mtb UGM inh	Vc quorum ag	Mtb FBA inh
CN1CCN(CCCNC(=S)Nc2ccc(F)c(Cl)c2)CC1	-0.5	-1	-1.6	9	0.8	0.8	2.1	0.9	5
CCCn1c(C(C)Nc2nc(-c3cccc(Br)c3)cs2)nc2ccccc21 (stereo not drawn)	0.5	44	-1.5	1	-0.8	1.1	-0.2	-0.4	-1
Cn1nccc1NC(=O)Nc1cccc(Br)c1	0.1	-9	-0.3	8	-4.5	-4.2	1.5	-1.3	4
COc1ccc(NC(=O)CCc2nc3ccccc3[nH]2)cc1	1.1	0	0.3	-1	.	2.2	-1.4	i	3
Cc1cc(C(=O)N2CCOCC2)ccc1[N+](=O)[O-]	-2.1	3	-0.5	4	-0.4	1.0	-2.0	i	0
CCS(=O)(=O)Nc1ccc(-c2nnc(SCC(=O)c3ccc(NC(C)=O)c(OC)c3)o2)cc1	0.3	26	-1.3	19	.	.	-0.6	0.2	-1
Cc1nc2c3c(sc2c(=O)[nH]1)NC(=O)CC3c1ccccc1Cl (stereo not drawn)	-0.4	6	-1.4	-5	.	0.5	-0.5	-0.4	-1
CN(c1ccc(C(=O)NCCC2=CCCCC2)cc1)S(C)(=O)=O	-0.5	0	-1.6	-5	-0.9	.	2.0	i	0
COc1ccccc1NC(=O)COc1ccc(C(=O)NCc2ccccc2)cc1OC	1.5	16	-5.0	3	-1.0	0.9	-2.2	-3.1	0
O=C(Nc1ccn(Cc2ccccc2)n1)c1ccc2c(c1)OCO2	-0.2	-12	-2.0	-3	.	0.5	5.0	i	2
O=C1CN(C(=O)COC(=O)COc2ccccc2)c2ccccc2N1	3.2	3	-5.6	-15	-0.3	1.9	0.7	i	0
Cc1ccc(C2C3C(=O)N(c4ccc(C)cc4)C(=O)C3N3CCCN23)cc1 (stereo not drawn)	-1.9	-4	-0.8	-2	.	-0.6	2.9	-0.4	2
Cc1ccc(C(=O)NNC2=NCCC2)cc1	0.3	2	-0.8	4	.	.	1.9	i	1
Cc1nnc(NC(=O)CSc2nnc(CNC(=O)c3ccccc3)o2)s1	-0.5	2	-1.3	-6	0.4	-7.2	-1.5	-3.6	3
COc1cc(/C=N/Nc2nc3ccccc3s2)ccc1OC(=O)c1ccccc1F	-0.6	-3	-3.3	24	.	0.2	0.9	-0.3	-2
COC(=O)c1c(NC(=O)c2cccc([N+](=O)[O-])c2)sc(C(N)=O)c1C	0.8	-5	-1.7	10	.	-0.7	2.6	-0.5	-4
CCCc1c(OCCCOc2ccc(OCC(=O)O)cc2)ccc(C(C)=O)c1O	1.7	6	-5.8	8	79*	0.9	0.4	-0.6	0
Cn1c(=O)c2c(nc(CN3CCN(CCO)CC3)n2Cc2ccccc2Cl)n(C)c1=O	-0.1	11	0.8	-8	-0.5	-7.9	-2.2	-0.6	1
COc1c(Cl)cc(C(=O)O)cc1Cl	-0.7	2	0.2	-13	0.4	-0.1	2.2	-0.6	2
COc1cccc(C(=O)Cn2c(Br)nc3c2c(=O)n(C)c(=O)n3C)c1	-1.2	5	-2.1	9	0.4	.	-2.0	-7.1	4
Cc1cccc(C2Nc3cccc4cccc(c34)N2)c1	-1.2	-27	-4.6	11	-3.4	-0.6	-2.6	i	3
CCOC(=O)N1CCN(C(=O)c2cn(CC)c3ccc(S(=O)(=O)N4CCCCC4)cc3c2=O)CC1	0.9	9	-1.1	9	.	0.2	-0.4	-0.5	1
COc1ccc(Nc2ccccc2N)cc1	0.2	-1	0.1	9	.	2.1	3.7	1.4	5
Cc1ccc(S(=O)(=O)N(C)C)cc1NC(=O)COC(=O)CCC(=O)c1ccc(F)cc1	-0.1	5	-0.7	11	.	-0.9	0.5	-0.5	-2
CN(Cc1ccccc1)S(=O)(=O)c1ccc(OCC(=O)NCc2ccccn2)cc1	0.4	21	0.7	-1	.	0.6	-0.3	-0.2	5
Nc1nc(C(F)(F)F)cc(=O)n1N	0.4	2	-1.9	1	1.8	0.3	-0.5	-0.3	-3
Cc1nn(-c2ccccc2)c(Cl)c1/C=N\NC(=O)c1cncc(Br)c1	-0.8	3	-1.5	5	-1.5	.	0.1	-0.5	1
CCCNC(=O)NC(=O)CSc1nc(C)cs1	-2.1	8	0.1	0	.	0.6	4.8	-0.8	-2
COC(=O)c1c(NC(=O)C(=O)N2CCCC2)sc2c1CC(C)(C)OC2	0.4	6	-1.1	-3	-0.8	-0.9	-1.9	-0.2	0
CCn1cc(C(=O)N[C@@H](C)C(=O)NCCCO)c(=O)c2cc3c(cc21)OCO3	-0.3	5	0.3	5	1.1	0.1	0.1	1.0	2
Cc1nc(CNC(=O)CC2C(=O)NCCN2Cc2cccc(Oc3ccccc3)c2)cs1 (stereo not drawn)	19	19	-3.4	0	.	-4.6	4.0	-0.5	4
Cc1cccc(N2CCN(c3nc(C)cc(C)c3C#N)CC2C)c1 (stereo not drawn)	-1.6	-14	-0.1	-3	-1.4	1.9	-2.3	-0.2	4
Cc1ccc(N=C2NC(=O)CS2)cc1	0.4	-2	-1.6	11	-0.2	.	-0.3	6.2	-1
COc1ccc(C(=O)NOCc2ccccc2)cc1	-0.5	-6	-1.2	-9	-1.7	-0.1	0.5	i	3
CCOC(=O)c1ccccc1NS(=O)(=O)c1ccc(S(=O)(=O)N2CCCC2)cc1	0.3	-8	-0.2	4	.	1.4	1.2	-1.7	2
C#CCNC(=O)C1=C[C@@H](C(C)(C)C)C[C@@H](OCc2ccc(CO)cc2)O1	1.0	5	-0.6	0	2.4&-0.9	-0.5&1.3	-1.9	-0.4	4
O=C(Nc1cccc(-c2nnc(-c3ccccc3)o2)c1)C1CCCCC1	0.5	1	-2.1	-2	-0.5	.	-0.1	i	-2
O=C(NCCNCc1cccs1)c1ccccc1F	-1.4	5	-5.4	-9	.	-0.1	-1.7	-0.2	-2
C/C(=N\NC(=O)CNC(=O)c1ccc(Br)cc1)c1ccco1	2.0	4	-0.1	0	-2.8	0.1	0.2	-0.6	0
c1ccc(CC2CCN(Cc3ccccn3)CC2)cc1	50*	1	-2.3	-9	.	-0.2	-0.2	i	3
O=C(CNC(=O)c1cccc(OC(F)F)c1)OCc1cc(=O)n2cc(Br)ccc2n1	0.2	0	-1.8	31*	-0.3	.	.	-0.2	1
COc1cc(C(=O)OC(C)CN2CCOCC2)cc(OC)c1OC (stereo not drawn)	0.3&0.2	2&3	-5.8&-1.0	-3&-1	-0.3	1.0	2.1&2.0	i	-1&0
Cc1cc(NC(=O)CCC(=O)N(Cc2ccco2)C(C(=O)NC2CCCC2)c2ccccc2)no1 (stereo not drawn)	0.2	8	-4.2	-2	-1.0	1.0	0.2	-3.1	1
O=C1CC2(CCN(S(=O)(=O)c3ccccc3F)CC2)Oc2ccccc21	0.0	0	-3.4	0	1.1	-1.7	1.6	i	6
COc1ccc(C(=O)NC2CCSc3ccccc32)cc1F (stereo not drawn)	0.5	2	-3.4	-3	-4.8	1.3	-1.3	-0.3	-1
CS(=O)(=O)c1ccc(Cl)c(NC(=O)CN2CCCC2c2ccc3c(c2)OCCCO3)c1 (stereo not drawn)	-0.9	27	-4.0	5	-1.1	0.6	-0.6	i	-1
CCn1c(=O)c(C(=O)NCc2ccc(OC)c(OC)c2)c(O)c2ccccc21	0.2	1	-2.4	-5	0.2	.	-2.6	i	1
CCC(C)n1c(SCC(=O)NC2CC2)nc2ccccc2c1=O (stereo not drawn)	.	-4	-2.3	8	-1.0	1.2	.	-1.3	-2
N#C/C(C(=O)N1CCOCC1)=C1/SC(Cc2ccccc2)C(=O)N1c1ccccc1 (stereo not drawn)	-0.8	-2	0.0	6	-1.1	.	-2.5	i	4
CCCc1cc(C(=O)Nc2cccc(Cl)c2)no1	0.0	6	0.4	10	0.9	0.5	3.3	0.0	-2
Cc1ccc(OCCCN2CCOCC2)cc1	-0.5	-1	?	5	-0.2	0.1	-7.3	i	-3
CN1CCN(c2ccc(S(=O)(=O)N3CCOCC3)cc2NC(=O)CSCc2ccccc2)CC1	0.2	6	-3.8	-2	4.6	0.4	1.6	0.9	2
O=C(Nc1ccc(Br)cc1F)C1CCCO1 (stereo not drawn)	-0.6	1	-1.4	10	-1.2	.	-0.3	i	4
CCOc1[nH]n(-c2ccc(Cl)cc2)c(=O)c1C=NCC(=O)OC	1.8	-3	-0.9	-1	-2.0	1.7	-2.0	i	0
O=C(O)C(=O)/C(=C\c1ccsc1)c1ccc2ccccc2n1	-1.0	10	0.9	14	-5.5	-0.1	3.2	-0.3	14
CC(C)c1ccc(O)c(CN2CCN(c3ccccc3)CC2)c1	-1.2	-8	-1.3	3	-0.7	.	0.9	-3.2	1
Cc1ccc(-c2nc3cccnc3s2)cc1NS(=O)(=O)c1cccs1	-0.5	1	-3.5	8	-0.3	1.1	-1.8	-0.3	25
CN(C)c1nc(-c2ccccc2)c2cc(Cl)ccc2n1	-0.8	0	0.0	7	-3.2	3.6	1.9	-1.5	3
Cc1ccnc(SCC(=O)c2cccs2)n1	-1.2	3	-2.6	1	.	0.1	0.2	i	2
Cc1cccc(NC(=O)C2CCN(S(=O)(=O)c3cccc4nsnc34)CC2)n1	-0.2	7	0.0	10	-4.1	2.1	-0.7	-0.2	4

Entries listed so far containing a furan ring, fused or not (2):
SMILES	PfHsp40 yeast	Yp Topo-I inh	FadD28 binding	GDH-TPI inh	BioA inh	TcdB GH inh	Mtb UGM inh	Vc quorum ag	Mtb FBA inh
C/C(=N\NC(=O)CNC(=O)c1ccc(Br)cc1)c1ccco1	2.0	4	-0.1	0	-2.8	0.1	0.2	-0.6	0
Cc1cc(NC(=O)CCC(=O)N(Cc2ccco2)C(C(=O)NC2CCCC2)c2ccccc2)no1 (stereo not drawn)	0.2	8	-4.2	-2	-1.0	1.0	0.2	-3.1	1

New compounds follow:
SMILES	PfHsp40 yeast	Yp Topo-I inh	FadD28 binding	GDH-TPI inh	BioA inh	TcdB GH inh	Mtb UGM inh	Vc quorum ag	Mtb FBA inh
CCOCC(=O)Nc1nc2c(s1)C(=O)CC(C)(C)C2	0.5	0	-0.9	28	-0.4	0.5	0.1	-0.3	6
CS(=O)(=O)N(Cc1ccccc1)c1ccc(C(=O)Nc2ccccc2Sc2ccccc2)cc1	-0.4	-4	-0.9	2	.	1.5	1.5	-0.2	-2
COc1cc(OC)c(C2=NOC(C(=O)O)C2)cc1Cl (stereo not drawn)	-0.1	5	0.3	-1	0.9	.	-1.0	-5.0	1
C[C@]12CC[C@@H](O)C[C@H]1CC[C@@H]1[C@@H]2CC[C@]2(C)C(=O)CC[C@@H]12	3.9	11	-0.5	-1	0.0	2.4	-3.6	-2.8	0
CCCS(=O)(=O)NC(=O)C1(C)CCN(C(=O)c2cc(C)on2)C1 (stereo not drawn)	.	3	0.3	4	-1.6	-8.0	.	i	1
c1ccc(CSc2ccc(-c3ccc4c(c3)OCO4)nn2)cc1	-0.9	-3	-1.3	10	-1.3	.	-0.9	i	3
CC(Oc1ccccc1F)C(=O)NNC(=O)CCNC(=O)c1ccccc1Cl (stereo not drawn)	0.6	2	-0.1	1	-0.4	-0.6	-2.8	0.3	0
O=C1CC(=O)Nc2cc(S(=O)(=O)N3CCN(c4cccc(C(F)(F)F)c4)CC3)ccc2N1	-1.3	3	-1.5	-4	.	-1.6	-0.1	i	-1
CC(C)(C)N(Cc1ccccc1)C(=O)COC(=O)CNC(=O)c1ccco1	-1.2	1	-3.6	-4	-0.5	0.9	-1.0	-9.9	-1
CC(C)Oc1ccc(C2CC(=O)N(c3cccc(Br)c3)C2=O)cc1 (stereo not drawn)	.	17	0.5	-3	3.2	-0.2	-2.4	-1.4	0
COc1cccc(CNC(=O)c2ccc(S(=O)(=O)N3CCCCC3)cc2)c1	.	6	-3.1	-2	-0.9	0.8	.	0.2	0
O=C(CSc1ccccc1)Nc1cccnc1	-1.4	-6	0.3	5	2.4	.	-2.6	-0.9	12

Random draw from the library; about 4.6% have a hit in one of these screens.
